# Compound activity from PubChem BioAssay.
# NOD1 inhibition – inhibition of NOD1-driven NF-kB reporter – cell-based, luminescence, uHTS, primary screen (AID 1578) | NOD1-driven NF-kB luciferase reporter cells, luminescence; higher % means a stronger effect | inhibition, % at 4 µM; hits with a dose series show EC50 in µM | 290,000 compounds, 1% hits; in the data active means inhibition mostly above about 36%, no sharp cut-off; inactive means mostly below about 34%;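 further: HEK-293T reporter cells stimulated with the NOD1 agonist gamma-tri-DAP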
# MgcRacGAP inhibition – MgcRacGAP GTPase-activating activity inhibitors, confirmation, biochemical, ADP Hunter fluorescence; AID 624330; MgcRacGAP-stimulated Rac1 GTP hydrolysis, ADP Hunter fluorescence; higher % means a stronger effect; GST-tagged Rac1 F28L mutant substrate; one-dose inhibition, % at 30 µM; IC50 in µM for titrated hits; 340,000 compounds, 0.6% hits;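 active means first-screen hits whose inhibition reached a set limit at any dose in the follow-up dose series; inconclusive means inhibition above the set first-screen limit but never retested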;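 further: fluorescence reports GDP produced by GAP-driven GTP hydrolysis; strong numbers were not always called active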
# KOR beta-arrestin-1 – KOR agonists, beta-arrestin recruitment, primary screen, cell-based, luminescence, uHTS (AID 1777). one-dose activation, % at 10 µM; EC50 in µM for titrated hits. KOR beta-arrestin recruitment, luminescence; higher % means a stronger effect. 280,000 compounds, 0.02% hits; in the data active means activation above about 50%, passing the limit was not always enough; further: a part of the inactive calls stands beside numbers as strong as those of hits
# GPR35 arrestin U2OS – inhibition of zaprinast-stimulated GPR35 beta-arrestin translocation – imaging, U2OS, beta-arrestin-GFP, zaprinast agonist, primary screen (AID 2058) | U2OS GPR35 beta-arrestin-GFP translocation imaging, zaprinast antagonism; higher % means a stronger effect | one-dose inhibition, % at 10 µM; IC50 in µM for titrated hits | 290,000 compounds, 0.052% hits;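 active means inhibition of at least 50% with at least 30 cells and total cytoplasm GFP at most 10,000,000; inconclusive means under 30 cells or total GFP of 10,000,000 plus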
# GPR55 antagonists – GPR55 antagonists blocking LPI-driven arrestin recruitment, primary screen, imaging, U2OS, beta-arrestin-GFP, LPI agonist (AID 2013); U2OS GPR55 beta-arrestin-GFP translocation imaging, LPI antagonism; higher % means a stronger effect; inhibition, % at 10 µM; hits with a dose series show IC50 in µM; 290,000 compounds, 0.13% hits;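 active means spots per cell inhibited over 60%, with over 100 cells counted and total cytoplasm intensity under 500,000; inconclusive means wells with under 100 cells, flagged as likely toxic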;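 further: U2OS cells stably carrying GPR55 and arrestin-GFP stimulated by 5 µM LPI near EC80; imaged beta-arrestin-GFP aggregate spots per cell after agonist stimulation; plate controls were LPI-stimulated DMSO wells for no effect and DMSO wells without LPI for full effect; some results filed as inactive read as strong as hits; confirmed hits need IC50 under 10 µM and bright autofluorescent wells are also inconclusive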
# KOR beta-arrestin-2 – KOR antagonists, beta-arrestin recruitment, cell-based, luminescence, uHTS (AID 1778). KOR beta-arrestin recruitment, luminescence, antagonist mode; higher % means a stronger effect. inhibition, % at 10 µM; hits with a dose series show IC50 in µM. 290,000 compounds, 0.091% hits; in the data active means inhibition above about 50%; further: strong numbers were not always called active
# NTR1 agonist – agonists of NTR1, primary screen, imaging, U2OS cells, beta-arrestin-GFP, high content (AID 493036); P30989; 330,000 compounds, 0.17% hits; activation, % at 20 µM; NTR1-U2OS beta-arrestin-GFP spot imaging, agonist mode;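 active means activation at or above 40% of the spot to cytoplasm intensity ratio, with at least 20 cells analyzed; inconclusive means wells under 20 cells, flagged as cytotoxic or low count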;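 further: 0% = DMSO without peptide and 100% = 100 nM NTR1 peptide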
# Target sequence (P30989 whole entry, looked up): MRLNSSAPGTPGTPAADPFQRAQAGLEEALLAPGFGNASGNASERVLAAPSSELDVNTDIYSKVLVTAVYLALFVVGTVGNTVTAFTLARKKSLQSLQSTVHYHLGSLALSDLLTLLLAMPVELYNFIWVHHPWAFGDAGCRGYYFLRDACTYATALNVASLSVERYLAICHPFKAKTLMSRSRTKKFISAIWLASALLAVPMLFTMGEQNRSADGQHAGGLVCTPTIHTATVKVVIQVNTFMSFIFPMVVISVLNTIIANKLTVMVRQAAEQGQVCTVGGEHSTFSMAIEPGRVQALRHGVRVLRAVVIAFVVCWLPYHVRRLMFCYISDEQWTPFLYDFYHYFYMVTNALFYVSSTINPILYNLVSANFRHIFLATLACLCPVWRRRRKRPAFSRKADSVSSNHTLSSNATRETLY
# GPR55 activation – selective activators of receptor GPR55 – imaging, U2OS cells, beta-arrestin-GFP redistribution, primary screen (AID 1961). U2OS GPR55 beta-arrestin-GFP redistribution imaging; higher % means a stronger effect. one-dose activation, % at 10 µM; EC50 in µM for titrated hits. 290,000 compounds, 0.048% hits;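 active means activation above 40% with more than 50 cells counted in the well; inconclusive means wells holding fewer than 50 cells, flagged as toxic or sparse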;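 further: U2OS osteosarcoma cells stably expressing GPR55 and beta-arrestin-GFP; plate controls were DMSO negative control for no effect and LPI positive control for full effect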
# UTI89 phage lysis – protection from phage-mediated lysis, alamar blue read-out – E. coli UTI89, K1F phage, bacterial capsule biogenesis inhibitors (AID 488966) | E. coli UTI89 K1F phage lysis, alamar blue, 2 h; higher % means a stronger effect | inhibition, % at 100 µM, or IC50 in µM where a hit was titrated | 340,000 compounds, 0.02% hits;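 active means phage lysis inhibition, versus mean bacterial control, above a set limit; inconclusive means no clear call, values can overlap the other calls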;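 further: capsule biogenesis inhibitors block K1F phage lysis so surviving cells raise fluorescence; higher fluorescence means more inhibition of phage lysis; actives were called in the ten point dose series up to 300 µM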
# NTR1 agonist cell count 20 µM – also measured in NTR1 agonist; calls as there; cell count; measured here: cell count, cytotoxicity flag
# An asterisk follows results filed as active; i = inactive; ? = inconclusive; . = no result given; [ ] = dose if it differs, or a comment. Not all compounds are listed (hit frequency here may not be typical).
SMILES,NOD1 inhibition,MgcRacGAP inhibition,KOR beta-arrestin-1,GPR35 arrestin U2OS,GPR55 antagonists,KOR beta-arrestin-2,NTR1 agonist,NTR1 agonist cell count 20 µM,GPR55 activation,UTI89 phage lysis
C=CCn1c(SCC(=O)NC(C)(C)C)nnc1-c1ccccc1O,-14%,7%,2.2%,11%,5%,-8%,-0.1,54,0.3%,0.0%
CCN(CC)C(=O)c1ccc(S(=O)(=O)N2CCC(c3nc4ccccc4s3)CC2)cc1,-35%,5%,-6.2%,2%,6%,17%,-0.5,52,0.2%,4.7%
O=C(c1cc(-c2ccc(Cl)c(Cl)c2)on1)N1CCCC1,-18%,.,-4.2%,3%,-5%,-2%,.,.,-0.3%,.
O=C(Nc1nnc(Cc2ccccc2F)s1)Nc1ccccc1F,2%,12%,1.7%,0%,9%,-26%,-0.5,51,0.4%,0.7%
C=CCN1CCN(c2ccncc2S(=O)(=O)N2CCOCC2)CC1,8%,8%,-2.9%,2%,1%,4%,-1.4,57,-0.2%,1.0%
Cc1ccc2c(c1)C1CN(C)CCC1N2C(=O)c1ccccc1NS(=O)(=O)c1ccc(F)cc1C (stereo not given),-32%,8%,.,6%,-6%,.,-0.5,64,0.1%,2.9%
CC(C)(C)OC(=O)[C@H](Cc1ccccc1)NC(=O)c1nc[nH]c1C(=O)N[C@@H](Cc1ccccc1)C(=O)OC(C)(C)C,1%,6%,0.3%,0%,8%,11%,39,87,-0.1%,0.0%
CSCCc1nc(SCC(=O)Nc2nnc(C)s2)[nH]c1C,-11%,13%,-3.0%,-11%,1%,12%,-0.1,69,0.5%,0.3%
O=C(OCc1nnc(-c2ccccc2)o1)c1ccc(S(=O)(=O)NCc2ccco2)cc1,-26%,9%,-0.1%,6%,8%,22%,-0.2,53,-0.5%,2.6%
CCn1cc(C(=O)N(C)CC(OC)OC)c(=O)c2cc(S(=O)(=O)N3CCOCC3)ccc21,-32%,-3%,0.6%,4%,-12%,-24%,-0.3,69,0.5%,0.1%
O=C(Nc1ccc(Cl)cc1N1CCOCC1)C1CCCO1 (stereo not given),-16%,3%,-1.8%,2%,8%,-17%,1.2,65,-0.2%,0.1%
CC(C)N1CCN(Cc2ccc(OC3CCCC3)cc2)CC1CCO (stereo not given),-19%,10%,-4.9%,-8%,10%,-24%[20 µM],2.8,60,0.1%,0.1%
COc1ccc(CCN(C(=O)C(F)(F)F)C(C(=O)NC2CCCC2)c2cccs2)cc1OC (stereo not given),-23%,1%,1.0%,11%,-5%,3%,2.6,45,-0.3%,2.6%
Cn1cccc1Cc1nnc(SCC(=O)NCCc2ccccc2)n1C,-30%,15%,5.8%,8%,1%,-10%,0.4,98,-0.4%,0.2%
COc1cc2c(C(=O)OCCN(C)C)c(CSc3ccccc3)n(C)c2cc1Br,-44%,4%,0.0%,6%,-3%,-35%,19,64,0.4%,1.4%
COc1cccc(C(=O)Nc2cccnc2)c1,18%,3%,0.4%,-9%,8%,-36%,-0.7,61,0.0%,3.5%
COc1ccc(NS(=O)(=O)c2ccc3oc(SC4CCOC4=O)nc3c2)cc1 (stereo not given),15%,5%,2.9%,-6%,64%,-31%,68*,50*,-0.2%,0.3%
OCC1(Cc2cccc(F)c2)CCN(Cc2ccc3cccc(F)c3n2)CC1,-44%,0%,.,-1%,-6%,-64%[20 µM],0.1,88,0.2%,3.7%
Cc1ccc(N(C(=O)c2ccc3c(c2)OCO3)C2C=CS(=O)(=O)C2)cc1C (stereo not given),8%,8%,-1.0%,-6%,-11%,4%,0.4,45,0.3%,0.1%
Cc1onc(-c2ccccc2)c1C(=O)N/N=C/c1cccs1,5%,.,-2.1%,12%,3%,8%,0.8,65,0.2%,.
CC(C)NCC(=O)Nc1c2c(nc3ccccc13)CCC2,2%,53µM*,-2.1%,-4%,-6%,10%,1.1,49,0.0%,-0.5%
Cc1ccc(NC(=O)C2CCN(S(C)(=O)=O)CC2)cc1C,-8%,3%,-1.7%,4%,6%,-10%,0.6,43,0.3%,3.0%
O=C(CNC(=O)c1ccccc1)NCC(=O)OCC(=O)c1ccc([N+](=O)[O-])cc1,-36%,6%,-2.3%,8%,5%,2%,1.8,95,0.4%,-0.7%
Cc1ccc(NC(=S)N(CCCN2CCOCC2)Cc2ccco2)cc1,-39%,-7%,1.5%,-7%,11%,-2%,3.5,55,0.9%,-0.1%
Cc1cc(C)cc(-n2cnc3cc(C(=O)O)ccc32)c1,-20%,2%,-5.1%,-11%,-3%,24%,-1.3,39,-0.1%,1.0%
O=[N+]([O-])c1ccc(CP(=O)(c2ccccc2)c2ccccc2)cc1,20%,3%,-2.6%,13%,1%,53%[20 µM],-1.1,61,0.1%,-0.9%
Cn1c(=O)c2c(ncn2CC(O)CNc2ccc(Cl)cc2)n(C)c1=O (stereo not given),-24%,6%,3.3%,-7%,-1%,17%,-0.1,50,-0.2%,3.1%
O=C(c1ccccc1)C(Nc1ccccn1)c1ccccc1 (stereo not given),-6%,2%,-12%,-6%,5%,-4%[20 µM],-0.1,62,0.4%,0.3%
Cc1cccc2[nH]c(SCC(=O)N3CCOCC3)nc12,-5%,3%,-1.5%,4%,-7%,-20%[20 µM],-0.3,83,-0.1%,0.3%
O=C(CSc1nnc(NC(=O)c2ccccc2F)s1)NCC1CCCO1 (stereo not given),-35%,11%,-1.2%,-8%,2%,13%,0.6,61,-0.2%,-0.1%
CCn1ccnc1CN(C)C(=O)CCc1nnc(CCC2CCCCC2)o1,-32%,6%,.,-5%,15%,-8%[20 µM],0.6,32,0.0%,i
O=C(COc1ccc(Cl)cc1)Nc1cccc(-c2ccc3nncn3n2)c1,-27%,10%,-1.5%,-10%,6%,-9%,4.5,65,0.7%,0.1%
CCc1ccc(-c2nc(CN3CCC(C(=O)NCc4ccccc4OC)CC3)c(C)o2)cc1,-34%,-12%,-0.1%,14%,-5%,-11%,3.7,74,-0.1%,0.3%
COc1ccc(CCNC(=O)[C@H](CC(C)C)NC(=O)N2CCn3c2nc2ccccc23)cc1OC,-17%,0%,.,2%,8%,.,-1.6,52,0.9%,-0.2%
CCc1cccc(NC(=O)CCNS(=O)(=O)c2cccc3nonc23)c1,-2%,6%,-1.0%,-12%,5%,18%,-1.3,91,0.2%,1.3%
CCN(CC)S(=O)(=O)c1ccc(C)c(NC(=O)CNCc2ccccc2OC)c1,8%,26%,-1.7%,14%,17%,3%,0.4,51,0.0%,0.0%
O=C(CCc1ccc(S(=O)(=O)NC2CCCCC2)cc1)NCc1ccccc1,0%,1%,0.5%,-4%,9%,-5%,0.4,57,0.1%,-0.1%
CCCCCCCC(=O)NNC(=O)Cc1ccccc1,12%,13%,12%,-5%,8%,4%,-0.7,52,-0.1%,1.6%
COC(=O)c1ccc(NC(=O)CSc2nnc(COc3c(C)cccc3C)o2)cc1,4%,3%,2.8%,5%,-5%,-51%,-0.4,55,0.0%,-1.1%
O=C(C1=C[C@@H](c2coc3ccccc3c2=O)C[C@@H](OCc2ccc(CO)cc2)O1)N1CCOCC1,-31%,8%,1.3%,1%,6%,-1%,1.6,56,0.2%,2.0%
CCCn1c(=O)c(C(=O)Nc2ncccc2O)c(O)c2ccccc21,44%,-18%,2.4%,-2%,-14%,-32%[20 µM],-1.1,62,-0.1%,-0.2%
COc1ccc(-n2c(COc3cccc4ccccc34)nnc2SCC#N)cc1,0%,-1%,0.5%,-18%,8%,10%,1.6,67,0.0%,0.2%
CCOc1cc(NC(=O)c2cnccn2)c(OCC)cc1NC(=O)c1cccc(F)c1,-32%,.,.,17%,17%,-6%[20 µM],-0.6,60,-0.1%,.
Cc1cccc(C(=O)N2CC3(C)CC2CC(C)(C)C3)c1 (stereo not given),3%,6%,0.5%,0%,12%,.,0.1,58,-0.4%,0.2%
CC(C)NCC(=O)NC12CC3CC(CC(C3)C1)C2,4%,9%,9.9%,9%,14%,-42%,-0.3,32,0.2%,0.3%
Cc1c(NN=C(C#N)C#N)c(=O)n(-c2ccccc2)n1C,45%,2%,0.4%,-10%,-6%,-24%,0.3,34,0.8%,-0.8%
COC(CNc1cc(=O)oc2ccccc12)OC,-6%,-1%,-3.8%,4%,15%,17%,-1.9,57,0.2%,0.3%
C#CCn1cc[n+](CC(=O)N(C)C)c1,-94%,6%,-4.4%,12%,28%,27%,-0.2,62,0.3%,-1.3%
CC(C)=CC(=O)N1CCC(n2nccc2NC(=O)CCc2ccccc2)CC1,-23%,0%,-1.6%,15%,11%,-7%,3.3,52,0.0%,0.1%
Cc1sc(NC(=O)c2ccco2)nc1-c1ccccc1,-5%,10%,-1.4%,-17%,11%,-2%,-0.3,50,-0.3%,0.2%
Cc1ccc(-c2ccc(=O)n(CC(=O)NCCC(C)C)n2)cc1,-3%,-4%,1.7%,5%,-14%,-14%,-0.8,97,0.0%,0.2%
CN(Cc1nccn1C)C(=O)CC1C(=O)NCCN1CC(c1ccccc1)c1ccccc1 (stereo not given),-44%,7%,.,8%,11%,-23%[20 µM],0.5,75,-0.1%,-0.4%
O=S(=O)(Nc1ccc(O)cc1)c1cccc2cccnc12,10%,?,-5.5%,8%,6%,.,-0.1,47,-0.1%,-0.9%
Cc1cc(C)n(-c2nc3ccccc3nc2NCCc2ccccc2)n1,-47%,11%,-0.4%,19%,0%,-11%,0.8,86,-0.1%,-0.3%
O=C(COC(=O)CNC(=O)C12CC3CC(CC(C3)C1)C2)Nc1ccccc1,-18%,11%,-1.7%,-5%,-6%,9%,1.2,77,-0.4%,0.7%
Nc1nc(CN2CCCCCC2)nc(Nc2ccc(F)cc2)n1,11%,0%,-8.3%,28%,18%,3%,-2.3,43,0.2%,1.2%
Cc1ccc(SCC(=O)Nc2ccccc2C(=O)N2CCOCC2)cc1,18%,1%,-5.6%,2%,1%,11%,1.2,44,0.4%,0.7%[50 µM]
COc1cccc(N2CC(=O)N(NC(=O)c3sc4nc(C)cc(C)c4c3N)CC2=O)c1,-6%,11%,-0.9%,-2%,3%,-8%,-1.1,58,-0.2%,0.1%
